Assay outcomes from PubChem BioAssay.
bIAP activator: intestinal alkaline phosphatase (bovine) activation; purified bovine IAP, CDP-star luminescence, 30 min; hits give high values; fold of DMSO-control signal, blank-subtracted; activation factor at 20 µM; 200,000 tested, 0.17% active;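 active = activation factor of 2 or more at 20 µM, a signal rise over negative controls twice the positive control's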
PPARg SRC-1 ag: promotes SRC-1 coactivator recruitment by human PPARgamma; 200,000 tested, 0.41% active; activation, % at 8 µM; AID 631; PPARgamma-SRC-1 coactivator recruitment biochemical assay; in the data active = activation above about 19%;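 note: 0% = DMSO and 100% = reference agonist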
SRC2 TRFRET art: TR-FRET artefact, counter-screen to PPARgamma/SRC-2 agonist assay; hits give high values; TR-FRET ratio at 8 µM; 200,000 tested, 0.4% active; AID 1049; in the data active = TR-FRET ratio above about 2000; note: inactives centre near 1500; reference of the scale not given here
PPARg SRC-2 ag: promotes SRC-2 coactivator recruitment by human PPARgamma; PPARgamma LBD-SRC-2 recruitment, biochemical; activation, % at 8 µM; 200,000 tested, 0.34% active; AID 1032; in the data active = activation above about 22%;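 note: 0% = vehicle and 100% = reference agonist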
Redox H2O2 prof: compounds producing H2O2 with reducing agent – biochemical, NIH compound library profiling, artefact control for MLSCN library redox annotation, primary screen; 200,000 tested, 0.03% active; activation, % at 10 µM; DTT-dependent redox cycling H2O2, phenol red/HRP absorbance; 100% = 100 µM peroxide control, 0% = buffer; AID 878;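 active = activation of at least 50% relative to the plate's high and low controls in the primary single-dose screen; inactive = activation below 50%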;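 note: compound incubated with DTT at 0.8 mM final as the reducing agent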
ROMK primary: modulates human ROMK potassium channel activity. P48048. Tet-inducible ROMK, thallium flux fluorescence; actives lie on both sides. B-score at 10 µM. 130,000 tested, 2% active. AID 1918;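 active = signal ratio slope over the read window, or its plate-corrected B-score, at least 3 SD from the plate mean, either direction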;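 note: B-score of the F/F0 ratio slope over 7 to 12 s after thallium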
S1P3 antagonist: S1P3 (human) receptor antagonism | CHO S1P3 NFAT-BLA reporter, FRET fluorescence, antagonist mode | 170,000 tested, 0.27% active | Q99500 | inhibition, % at 4.98 µM;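 active = inhibition above the plate cutoff, the mean inhibition of test wells on that plate plus 3 SD, cut at about 28% in these data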;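 note: cells challenged with S1P at its EC80 of 0.8 µM; blue over green emission ratio from cleaved BLA substrate after 4 h stimulation; 0% = S1P-stimulated wells and 100% = unstimulated DMSO-only wells; some compounds past the cut are filed as inactive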
PPARg SRC-3 ag: promotes SRC-3 coactivator recruitment by human PPARgamma | activation, % at 8 µM | 200,000 tested, 0.26% active | P37231 | AID 731 | biochemical PPARgamma/SRC-3 coactivator recruitment assay; in the data active = activation above about 23%;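 note: 0% = DMSO and 100% = reference agonist; some compounds past the cut are filed as inactive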
TLR4-MyD88 BLA: inhibitors of human TLR4-MyD88 binding; AID 861; inhibition, % at 8.4 µM; O00206+Q99836; 200,000 tested, 0.18% active; HeLa CL3-4 TLR4/MyD88 BLA complementation, FRET ratio; in the data active = inhibition above about 25%;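 note: 0% = vehicle and 100% = reference inhibitor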
Target sequence (O00206 whole entry, looked up): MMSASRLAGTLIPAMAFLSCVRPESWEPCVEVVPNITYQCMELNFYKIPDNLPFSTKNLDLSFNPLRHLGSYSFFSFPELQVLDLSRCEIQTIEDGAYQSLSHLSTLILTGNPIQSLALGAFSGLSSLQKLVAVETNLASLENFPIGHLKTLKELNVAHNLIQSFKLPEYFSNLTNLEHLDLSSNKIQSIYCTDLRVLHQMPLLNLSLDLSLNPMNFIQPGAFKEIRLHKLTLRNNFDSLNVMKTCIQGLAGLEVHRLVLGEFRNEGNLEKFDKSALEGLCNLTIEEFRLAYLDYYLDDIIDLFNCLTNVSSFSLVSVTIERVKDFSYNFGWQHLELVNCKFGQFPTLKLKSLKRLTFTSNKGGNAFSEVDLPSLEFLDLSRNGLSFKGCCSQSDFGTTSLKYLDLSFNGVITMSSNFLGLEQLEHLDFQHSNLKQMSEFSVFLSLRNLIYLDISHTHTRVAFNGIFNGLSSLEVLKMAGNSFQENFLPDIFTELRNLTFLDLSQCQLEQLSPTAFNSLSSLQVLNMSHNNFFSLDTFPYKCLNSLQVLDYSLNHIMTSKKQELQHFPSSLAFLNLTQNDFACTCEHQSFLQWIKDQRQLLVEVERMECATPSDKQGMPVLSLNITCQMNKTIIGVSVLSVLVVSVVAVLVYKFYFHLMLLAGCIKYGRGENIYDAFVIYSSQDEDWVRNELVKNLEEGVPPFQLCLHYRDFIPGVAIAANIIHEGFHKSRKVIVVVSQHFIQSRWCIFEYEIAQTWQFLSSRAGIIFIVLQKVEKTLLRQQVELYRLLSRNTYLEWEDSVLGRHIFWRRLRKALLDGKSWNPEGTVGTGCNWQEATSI
Target sequence (Q99836 whole entry, looked up): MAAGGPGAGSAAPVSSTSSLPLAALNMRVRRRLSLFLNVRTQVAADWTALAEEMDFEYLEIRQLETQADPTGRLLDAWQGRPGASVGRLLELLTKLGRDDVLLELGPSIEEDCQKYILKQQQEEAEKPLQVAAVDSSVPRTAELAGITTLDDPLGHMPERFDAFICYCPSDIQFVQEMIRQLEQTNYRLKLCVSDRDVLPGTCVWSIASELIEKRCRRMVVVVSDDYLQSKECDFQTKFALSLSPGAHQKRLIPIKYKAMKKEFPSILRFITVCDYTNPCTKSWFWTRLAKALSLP
bIAP inh: blocks bovine intestinal alkaline phosphatase activity | purified bovine IAP, CDP-star luminescence, 30 min | inhibition, % at 20 µM | 190,000 tested, under 10 active | AID 1019;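 active = over 50% inhibition of intestinal alkaline phosphatase at 20 µM in the single-dose screen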
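System: Purified bovine intestinal alkaline phosphatase (IAP) enzyme | Input: IAP diluted 1/65,000,000 in the well | Also added: CDP-star chemiluminescent phosphatase substrate, 30 µM final | Dosing: 20 µM single dose | Times: Enzyme reaction for 30 min at room temperature | Detection: Luminescence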
Lmaj promast: Leishmania major promastigote growth inhibition | Leishmania major promastigotes, resazurin fluorescence viability | 200,000 tested, 9% active | inhibition, % at 10 µM; in the data active = inhibition above about 50%;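 note: promastigotes grown with compound for 44 hours at 28 °C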
Numbers without * were called inactive; · = no result given.

Every second line gives: bIAP activator | PPARg SRC-1 ag | SRC2 TRFRET art | PPARg SRC-2 ag | Redox H2O2 prof | ROMK primary | S1P3 antagonist | PPARg SRC-3 ag | TLR4-MyD88 BLA | bIAP inh | Lmaj promast
1) Cc1ccnc(N(C(=O)c2cccs2)C(=O)c2cccs2)c1
→ 0.9 | -3 | 1528 | 7 | 3.8 | 0.53 | 0 | 8 | -1 | 8 | -4
2) Fc1ccc(NC(=S)NN2CCOCC2)cc1Cl
→ 1 | 3 | 1463 | 3 | 0.1 | · | -12 | 2 | 1 | 5 | -7
3) COc1ccccc1NC(=O)Cn1nc(-c2ccncc2)nc1SCC(=O)NC1CCCC1
→ 1.1 | 8 | 1670 | -3 | -0.3 | 0.0051 | -19 | -2 | -7 | -10 | -2
4) O=C(O)CCSc1nnc(COc2ccc([N+](=O)[O-])cc2)n1-c1ccccc1
→ 1.1 | -4 | 1627 | 2 | -0.7 | -1.1 | -5 | 2 | -10 | -15 | -10
5) O=C(c1ccco1)N1CCN(CC2CC3C=CC2C3)CC1 (stereo not given)
→ 1 | 1 | 1521 | 10 | 2.1 | · | -52 | 8 | 1 | 3 | 93*
6) CNC(=S)N(Cc1ccc(OC)cc1)C1CC(=O)N(c2ccc(Cl)cc2)C1=O (stereo not given)
→ 0.9 | -10 | 1500 | 4 | -6.3 | · | · | -1 | 4 | 5 | 52*
7) COc1ccc2c(c1OC)C(=O)N1N=C(c3ccccc3)CC21 (stereo not given)
→ 0.9 | 2 | 1459 | 3 | 2.8 | · | · | -1 | -7 | 9 | -1
8) CCc1nc(NCC2CCCN2CC)c2nnn(Cc3ccccc3F)c2n1 (stereo not given)
→ 1 | 5 | 1591 | -1 | -1.4 | 0.026 | -4 | 4 | 2 | -1 | 24
9) Oc1ccccc1Oc1ncc(Br)c(N2CCOCC2)n1
→ 1 | 4 | 1600 | 4 | -0.2 | -1.3 | -21 | -7 | 1 | 4 | 5
10) O=C(O)COc1ccccc1C1C2C(=O)N(c3ccc(F)cc3)C(=O)C2ON1c1ccccc1 (stereo not given)
→ 1 | -5 | 1512 | 2 | 1.0 | -0.16 | -16 | -3 | -3 | 0 | -5
11) N#Cc1ccc(C(=O)Nc2cccc(NC(=O)c3ccco3)c2)c(F)c1
→ 1.1 | -3 | 1535 | -9 | 0.1 | 0.94 | -12 | -5 | 0 | -6 | 6
12) COc1cc(S(=O)(=O)NC2CCCCC2)c(C)cc1C
→ 1 | 7 | 1571 | 8 | -0.8 | -1.4 | 11 | 0 | -5 | 2 | 10
13) CC(=O)c1sc(-c2cccc(Cl)c2)nc1C
→ 1 | 8 | 1405 | 8 | -1.0 | -1.8 | 1 | 3 | 7 | -5 | -9
14) CCc1nnc(NC(=O)CSc2nnc(-c3ccccc3OC)n2-c2ccccc2)s1
→ 0.9 | 2 | 1780 | 0 | -3.3 | · | -2 | 7 | 4 | 13 | -12
15) Cc1cccc(OCC(=O)NN2C(=O)C3C4C=CC(O4)C3C2=O)c1 (stereo not given)
→ 0.9 | -5 | 1429 | 0 | -3.5 | -0.46 | -24 | -2 | 1 | 6 | 3

Pulled by compound from the entries so far:
Every second line gives: bIAP activator | PPARg SRC-1 ag | SRC2 TRFRET art | PPARg SRC-2 ag | Redox H2O2 prof | ROMK primary | S1P3 antagonist | PPARg SRC-3 ag | TLR4-MyD88 BLA | bIAP inh | Lmaj promast
14) CCc1nnc(NC(=O)CSc2nnc(-c3ccccc3OC)n2-c2ccccc2)s1
→ 0.9 | 2 | 1780 | 0 | -3.3 | · | -2 | 7 | 4 | 13 | -12
4) O=C(O)CCSc1nnc(COc2ccc([N+](=O)[O-])cc2)n1-c1ccccc1
→ 1.1 | -4 | 1627 | 2 | -0.7 | -1.1 | -5 | 2 | -10 | -15 | -10
12) COc1cc(S(=O)(=O)NC2CCCCC2)c(C)cc1C
→ 1 | 7 | 1571 | 8 | -0.8 | -1.4 | 11 | 0 | -5 | 2 | 10
1) Cc1ccnc(N(C(=O)c2cccs2)C(=O)c2cccs2)c1
→ 0.9 | -3 | 1528 | 7 | 3.8 | 0.53 | 0 | 8 | -1 | 8 | -4
13) CC(=O)c1sc(-c2cccc(Cl)c2)nc1C
→ 1 | 8 | 1405 | 8 | -1.0 | -1.8 | 1 | 3 | 7 | -5 | -9

Whole records, looked up by structure. Screens in order: bIAP activator	PPARg SRC-1 ag	SRC2 TRFRET art	PPARg SRC-2 ag	Redox H2O2 prof	ROMK primary	S1P3 antagonist	PPARg SRC-3 ag	TLR4-MyD88 BLA	bIAP inh	Lmaj promast
COc1ccc2c(c1OC)C(=O)N1N=C(c3ccccc3)CC21 (stereo not given) is listed as 0.9	2	1459	3	2.8	·	·	-1	-7	9	-1
CNC(=S)N(Cc1ccc(OC)cc1)C1CC(=O)N(c2ccc(Cl)cc2)C1=O (stereo not given) is listed as 0.9	-10	1500	4	-6.3	·	·	-1	4	5	52*
Fc1ccc(NC(=S)NN2CCOCC2)cc1Cl is listed as 1	3	1463	3	0.1	·	-12	2	1	5	-7
CCc1nnc(NC(=O)CSc2nnc(-c3ccccc3OC)n2-c2ccccc2)s1 is listed as 0.9	2	1780	0	-3.3	·	-2	7	4	13	-12

Next section.
Every second line gives: bIAP activator | PPARg SRC-1 ag | SRC2 TRFRET art | PPARg SRC-2 ag | Redox H2O2 prof | ROMK primary | S1P3 antagonist | PPARg SRC-3 ag | TLR4-MyD88 BLA | bIAP inh | Lmaj promast
16) CCN(CC)S(=O)(=O)c1cccc(C(=O)NCc2ccccc2)c1
→ 0.8 | -7 | 1507 | 1 | 0.0 | -0.56 | -1 | -3 | -3 | 15 | -3
17) CC(C)OC(=O)CC(=O)CSc1nc2c(cc1C#N)CCCC2
→ 1 | -2 | 1503 | -6 | 0.6 | 0.12 | 13 | -2 | -8 | 1 | -5
18) O=C(CSCCO)Nc1cccc2ccccc12
→ 0.9 | 3 | 1369 | -1 | 0.4 | 0.12 | -34 | 3 | -8 | 6 | -4
19) O=C(NCc1ccco1)c1cc(C(=O)C2CC2)c[nH]1
→ 0.9 | -2 | 1685 | -3 | 2.3 | · | · | -8 | -3 | 7 | -1
20) CC(=O)N(CCP(=O)(c1ccccc1)c1ccccc1)Cc1ccco1
→ 1.1 | 9 | 1682 | 8 | -0.1 | · | 8 | -3 | 9 | -13 | -3
21) CC(=O)Nc1cc(C(=O)N2CCOCC2)ccc1S(=O)(=O)c1ccc(C)cc1
→ 1 | 4 | 1542 | 3 | 0.0 | 0.83 | -3 | -1 | -11 | -1 | 0
22) COc1ccc(C(=O)NCCNC(=O)c2cc(OCC(F)(F)F)ccc2OCC(F)(F)F)cc1
→ 0.9 | -5 | 1426 | -10 | 0.1 | 1.7 | · | -9 | -6 | 8 | -1
23) O=C(O)C(NS(=O)(=O)c1ccc(F)cc1)c1ccccc1 (stereo not given)
→ 1 | 10 | 1643 | 5 | -0.9 | -0.1 | -4 | 9 | 6 | 5 | -3
24) COC(=O)C1=C(C)N(C)C(C)=C(C(=O)OC)C1c1ccc(F)c(Br)c1
→ 1 | -3 | 1650 | 3 | 2.8 | · | 11 | -5 | -1 | 4 | 76*
25) COc1cc(C(=O)Nc2ccc(-n3cnnn3)c(C)c2)cc(OC)c1OC
→ 0.9 | -6 | 1355 | -3 | 2.7 | · | -4 | 6 | -3 | 11 | 6
